# MEX-5 binding – C. elegans MEX-5 TCR-2 RNA binding activity; MEX-5/FITC-TCR2 RNA binding, fluorescence polarization; active compounds read low; actives 0.38% (n = 300,000); activity score (negative = inhibition of binding), % at 10 µM; AID 1832;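 active = inhibition past about -25% in most replicates, and total fluorescence under double the plate's negative control median, limit read from the data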;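 note: 0% = DMSO and -100% = 5 µM competing unlabeled TCR2 RNA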
# Target sequence (Q9XUB2 whole entry, looked up): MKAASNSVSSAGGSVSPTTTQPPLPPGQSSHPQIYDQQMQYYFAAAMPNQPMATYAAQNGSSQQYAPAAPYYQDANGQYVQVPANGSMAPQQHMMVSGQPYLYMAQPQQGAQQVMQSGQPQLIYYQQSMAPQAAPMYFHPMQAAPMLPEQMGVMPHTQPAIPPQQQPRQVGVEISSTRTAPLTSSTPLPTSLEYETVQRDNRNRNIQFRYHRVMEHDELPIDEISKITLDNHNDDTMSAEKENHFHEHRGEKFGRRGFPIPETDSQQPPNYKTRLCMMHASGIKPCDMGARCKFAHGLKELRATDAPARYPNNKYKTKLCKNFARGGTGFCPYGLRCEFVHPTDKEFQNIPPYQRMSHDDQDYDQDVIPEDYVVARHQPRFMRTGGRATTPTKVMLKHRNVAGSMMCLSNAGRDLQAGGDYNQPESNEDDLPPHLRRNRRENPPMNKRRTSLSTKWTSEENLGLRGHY
# BCLXL inh – inhibitors of human Bcl-xL | actives 0.7% (n = 320,000) | GST-Bcl-xL / FITC-Bim BH3 peptide fluorescence polarization | inhibition, % at 10.9 µM;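 active = inhibition above the mean of all tested compounds plus 3 SD, cutoff set per campaign, cut at about 30% in these data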;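 note: 0% = DMSO wells and 100% = unlabeled Bim-BH3 peptide competitor; inhibitors lower millipolarization by displacing the labeled peptide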
# Efflux pump mplx – blocks antifungal efflux pumps in multiplex yeast assay; S. cerevisiae Candida pump triplex, Nile Red efflux; inhibition, % at 10 µM; actives 0.44% (n = 330,000); AID 485275;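 active = plate passing quality check with inhibition over a set limit, or well fluorescence over plate mean plus 4 SD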;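 note: Nile Red retained in pooled yeast measured as flow cytometry median fluorescence; 0% = buffer negative control and 100% = Enniatin B positive control; higher means more Nile Red kept so more efflux inhibition; some compounds called inactive have numbers as strong as hits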
# Fam108B inh – counter-screen for RBBP9 inhibitors: inhibitors of mouse Fam108B. recombinant Fam108B, FP-Rh probe fluorescence polarization. inhibition, % at 9.51 µM. actives 0.33% (n = 300,000);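 active = inhibition above the screen mean inhibition plus 3 SD, computed separately per campaign, cut at about 18% in these data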;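 note: inhibitors lower polarization as less probe binds the enzyme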
# MCL1 BIM primary – disrupts human MCL1 binding to BIM-BH3 peptide; AID 2057; actives 0.68% (n = 320,000); GST-MCL1 / FITC-Bim-BH3 fluorescence polarization; inhibition, % at 10.9 µM; Q07820;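 active = inhibition above the mean inhibition of all tested compounds plus 3 SD, set per campaign, cut at about 40% in these data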;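 note: 0% = DMSO wells and 100% = unlabeled Bim-BH3 peptide control; higher means more loss of mP so more displacement of Bim peptide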
# PME-1 primary – PME-1 (human) inhibition. inhibition, % at 5.9 µM. actives 0.53% (n = 320,000). Q9Y570. recombinant PME-1, FP-Rh probe fluorescence polarization;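 active = inhibition above the campaign mean of all compounds plus 3 SD, cut at about 26% in these data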;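 note: competitive labeling of PME-1 active site by serine hydrolase directed probe; 0% = PME-1 with DMSO and 100% = wells lacking PME-1 enzyme; inhibitors block probe labeling so polarization falls and inhibition rises; many of its hits are not listed in these tables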
# VLA-4 inh – inhibition in a human VLA-4 binding assay. inhibition, % (about 7 µM as worked out from the volumes in the protocol). actives 0.2% (n = 330,000). VLA-4 expressing cells, ligand binding flow cytometry; in the data active = inhibition above about 50%
# GRK2 aptamer HTS – human GRK2 inhibition via aptamer displacement; inhibition of aptamer binding, % at 10 µM; actives 0.59% (n = 330,000); AID 488847; bead flow cytometry, FAM-aptamer displacement from GRK2;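 active = inhibition of aptamer binding above 40%, roughly 3 SD of noise, on plates passing a quality check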;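 note: median bead fluorescence of bound FAM aptamer so fluorescent compounds give negative values; no value below 0 was filed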
# GLD-1 RNA inh – GLD-1-TGE RNA interaction inhibition (C. elegans); Q17339; purified GLD-1 + fluorescein TGE RNA, fluorescence polarization; inhibition, % at 5.96 µM; actives 0.44% (n = 320,000);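 active = percent inhibition above a per-plate cutoff, the plate mean of test compounds plus 3 SD, cut at about 30% in these data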;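 note: 0% = DMSO wells with GLD-1 and probe and 100% = wells lacking GLD-1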
# Target sequence (Q17339 whole entry, looked up): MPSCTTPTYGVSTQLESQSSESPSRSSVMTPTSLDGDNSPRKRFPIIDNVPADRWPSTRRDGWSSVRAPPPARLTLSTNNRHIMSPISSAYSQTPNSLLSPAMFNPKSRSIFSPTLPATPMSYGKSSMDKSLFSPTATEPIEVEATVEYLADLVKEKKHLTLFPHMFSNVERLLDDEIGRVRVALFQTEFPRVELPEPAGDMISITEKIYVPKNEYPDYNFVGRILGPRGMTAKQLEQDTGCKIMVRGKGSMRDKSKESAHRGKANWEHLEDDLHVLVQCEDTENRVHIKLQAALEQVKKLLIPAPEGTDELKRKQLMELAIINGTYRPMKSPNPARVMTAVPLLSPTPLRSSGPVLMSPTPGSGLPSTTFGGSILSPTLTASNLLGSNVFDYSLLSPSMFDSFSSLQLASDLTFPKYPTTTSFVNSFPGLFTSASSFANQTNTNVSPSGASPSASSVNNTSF
# An asterisk follows results filed as active; x = not tested or not shown. These rows are one share of the data; the hit share may differ from the screen's.
mol	Efflux pump mplx	Fam108B inh	GRK2 aptamer HTS	GLD-1 RNA inh	VLA-4 inh	PME-1 primary	MCL1 BIM primary	BCLXL inh	MEX-5 binding
CCC(C)c1ccc(NC(=O)NCc2cccnc2)cc1 (stereo not given)	0.4	2	1	9	4	0	6	3	-1.8
Cc1cc(Cl)c2oc(C(=O)N3CCN(C(=O)c4ccco4)CC3)c(C)c2c1	-0.1	-2	0	-1	12	4	6	6	-2.0
CCn1cc(C(=O)OCC(=O)Nc2c(C)n(C)n(-c3ccccc3)c2=O)c(=O)c2ccc(C)nc21	-0.2	3	1	-12	-8	-5	6	3	-1.9
CC(OC(=O)/C=C/c1ccc2ccccc2n1)C(=O)Nc1ccc(S(N)(=O)=O)cc1 (stereo not given)	0.0	-5	7	5	-2	-12	-11	-9	-0.8
Cc1ccc(C(=O)Nc2nnc(-c3ccco3)o2)cc1C	0.0	3	1	5	15	2	5	2	-1.7
O=C(CSc1nc2ccccc2c(=O)n1-c1ccccc1)NCC1CCCO1 (stereo not given)	0.2	7	0	-2	48	1	-30	-8	0.6
O=S(=O)(NCc1ccco1)c1cccc2cccnc12	0.7	0	2	4	5	-1	154*	12	-2.4
Cc1cccc(NC(=O)c2ccc3nccnc3c2)c1C	0.2	0	2	-3	-4	3	4	6	-1.0
COC(=O)c1cnc(SCc2ccc(Cl)cc2)n1C	0.2	-2	1	-1	15	-4	0	-2	0.0
CCCc1cc(=O)[nH]c(SCC(=O)C(C)(C)C)n1	0.2	-5	0	3	15	0	1	0	0.5
O=C(CN1CCN(S(=O)(=O)c2ccc(F)cc2)CC1)Nc1ccc(Cl)cn1	0.2	0	8	-8	0	1	8	3	-3.3
Cc1c(NC2(C#N)CCCC2)c(=O)n(-c2ccccc2)n1C	-0.1	0	0	6	20	-2	0	4	2.1
CCC(C(=O)NN1C(=O)c2ccccc2C1=O)c1ccccc1 (stereo not given)	0.0	2	0	0	-1	0	-4	-2	-0.7
O=[N+]([O-])c1cc([N+](=O)[O-])c(Oc2cc(F)ccc2F)cc1NN1CCCCC1	-0.1	9	8	7	41	8	13	3	-0.9
Cc1c(C)n(Cc2ccccc2)c2ccc(C(=O)NCCCN3CCOCC3)cc12	0.0	4	0	7	2	1	2	6	4.3
Cc1[nH]n(-c2ccccc2)c(=O)c1C=NCC1CCCO1 (stereo not given)	0.0	1	1	-6	3	2	-8	-3	-0.3
Cc1ccc(-c2nc(CS(=O)(=O)CC(=O)N3CCCCCC3)c(C)o2)cc1	0.1	-5	73*	4	-6	-3	-2	-1	1.3
C=C(C)CNC(=S)NNC(=O)CCn1c2ccc(Cl)cc2c2cc(Cl)ccc21	-0.3	-34	1	-2	5	-53	10	2	-3.9
COc1cccc(Nc2ccc(-n3ccnc3)nn2)c1	0.0	1	1	-1	10	4	3	-1	3.4
CN(C)S(=O)(=O)c1cc(NC(=O)COC(=O)CC2Sc3ccccc3NC2=O)ccc1Cl (stereo not given)	0.0	x	1	-2	-11	x	x	x	x
COc1cccc2cc(C(=O)NCCc3ccccc3)c(=O)oc12	0.2	-2	3	-1	6	-1	10	16	2.9
Cc1ccccc1NC(=O)CN1C(=O)NC2(CCCCC2)C1=O	0.0	-6	0	-1	23	-1	1	3	0.1
COC(=O)c1c(C)oc2ccc(NS(=O)(=O)c3cc(OC)ccc3OC)cc12	-0.1	4	0	1	-6	-14	5	4	0.0
COc1ccc(N=C2C(=O)N3c4c(cccc42)C(C)=CC3(C)C)cc1	-1.2	0	1	-3	27	-7	1	-1	-0.1
CCOc1ccc(N2CC(C(=O)Nc3nnc(CC)s3)CC2=O)cc1 (stereo not given)	0.1	1	0	-5	6	0	-5	-2	-0.7
Cc1ccc(CCNC(=O)C2CC(c3cc(C(F)(F)F)cc(C(F)(F)F)c3)=NO2)cc1 (stereo not given)	-0.1	5	1	4	-3	0	6	-1	0.5
COc1ccc2cc(C(=O)C3CCCN(Cc4cnc(N5CCOCC5)s4)C3)ccc2c1 (stereo not given)	-0.2	-5	2	3	-1	0	4	6	-1.3
C[n+]1ccc(/C=C/c2ccc(Br)cc2)cc1	0.2	2	0	2	0	2	-20	-11	-2.9
CCN(c1ccccc1)S(=O)(=O)c1cccc(C(=O)NCCN2CCOCC2)c1	-0.1	x	0	2	-2	2	-3	1	x
CSc1nsc(SCC(=O)Nc2ccccc2F)n1	-0.1	2	0	2	10	-3	4	3	-0.2
CCOC(=O)c1c(NC(=O)C2COc3ccccc3O2)sc2c1CC(C)(C)NC2(C)C (stereo not given)	-0.2	5	0	6	5	3	7	6	-0.2
CC1CCN(CCOc2cccc(Br)c2)CC1	3.3	0	0	2	5	0	14	1	1.0
O=C(Cc1ccccc1)NCCSCc1ccco1	0.0	-1	1	1	4	-4	4	4	-2.6
COc1ccc(CCn2c(=O)[nH]c3cc(C(=O)NCCN4CCOCC4)ccc3c2=O)cc1OC	0.0	1	1	-2	10	-4	-3	4	-1.6
COc1ccc(OCC(=O)NC2CC(C)(C)NC(C)(C)C2)cc1	0.1	5	0	8	10	3	5	6	-0.4
COCCCn1c(SCC(=O)N2CCOCC2)nc2cc(Cl)ccc2c1=O	0.1	x	0	1	0	5	6	2	x
CC(=O)N1c2ccc(S(=O)(=O)N3CCC(C(=O)Nc4ccc(F)cc4)CC3)cc2CC1C (stereo not given)	-0.2	1	0	8	-4	12	1	2	0.2
Cc1nn(CC(=O)O)c(C)c1N	0.0	1	0	2	17	2	4	5	-0.3
COc1ccc(NC(=O)c2cc(C)on2)cc1	-0.2	0	1	0	-3	3	1	-1	0.3
Fc1ccccc1N1CCN(c2ncnc3[nH]ncc23)CC1	-0.1	-1	3	8	0	0	1	10	-1.5
CN(NC(=O)c1ccc(Cl)cc1)c1ncc(C(F)(F)F)cc1Cl	-0.1	-3	1	7	9	-2	-2	2	x
COCCNC(=O)c1ccccc1-c1nc(-c2ccccc2OC)no1	0.1	-2	0	4	-2	-7	2	2	0.6
COc1ccc2oc(C(=O)Nc3nc(-c4ccccn4)cs3)c(C)c2c1	0.1	2	4	2	-23	-20	5	-2	2.0
Cc1cc(=O)[nH]c(SCC(=O)c2ccc(O)c(O)c2)n1	-0.1	1	3	5	1	-2	19	6	-5.9
CCN1CCN(C(=O)CCc2nnc3ccc(N4CCN(c5cccc(OC)c5)CC4)nn23)CC1	0.0	2	0	-18	21	-4	2	4	-0.9
CCOC(=O)c1ccc(S(=O)(=O)Nc2ccc3cn[nH]c3c2)cc1	0.2	2	0	2	-7	7	-4	-2	-2.2
Cc1conc1NC(c1cccs1)c1ccc2cccnc2c1O (stereo not given)	-0.2	12	1	-1	19	3	16	5	2.2
O=C(N/N=C/c1ccccc1O)C1CC(=O)N(c2ccc(F)cc2)C1 (stereo not given)	-0.3	-1	3	-3	10	-1	2	3	1.3
CCS(=O)(=O)N1CCC(C(=O)c2ccc(Cl)cc2)CC1	0.2	-3	3	3	-3	-4	0	6	-0.2
CNC(=O)[C@@]1(Cc2ccccc2)C=C[C@@H](C)N1C(C)=O	0.0	-3	2	5	16	5	-1	1	-0.7
O=C(NC1CCCCC1)c1cc(-c2ccccc2O)on1	0.0	-1	0	1	-2	-5	6	7	0.2
O=C(Nc1ccc(N2CCCC2=O)cc1)c1cccc(F)c1	0.2	-5	0	9	16	-5	-4	1	0.7
CCCn1nnnc1NCc1ccccc1Cl	-0.1	0	0	-3	12	8	4	7	1.7
CC1CCc2c(sc3ncn(CC(=O)N4CCCCC4)c(=O)c23)C1 (stereo not given)	0.0	5	1	4	3	7	9	7	0.0
O=C(COc1ccccc1Cl)NCCC1=CCCCC1	0.0	-1	0	4	x	2	6	5	1.4
Cc1c(CC(=O)NCC(=O)NCC(=O)O)c(=O)oc2cc3c(cc12)CCC(C)(C)O3	0.0	-6	1	5	6	-3	0	2	2.0
O=C(NCC(=O)N1CCN(C/C=C/c2ccccc2)CC1)c1ccc(Br)cc1	0.0	x	1	4	5	x	x	x	x
CCN=C1S/C(=C/c2ccc(-c3ccc(Cl)cc3C(=O)O)o2)C(=O)N1CC	0.2	-1	3	-2	-3	-6	6	5	0.5
Cc1cc2oc(=O)cc(CN3CCc4ccccc43)c2cc1Cl	0.2	0	2	6	-6	-8	-2	6	-2.6
COc1ccccc1C(=O)NCCC(=O)Nc1ccncc1	0.3	2	1	-9	4	4	4	4	-1.8

# More entries.
mol	Efflux pump mplx	Fam108B inh	GRK2 aptamer HTS	GLD-1 RNA inh	VLA-4 inh	PME-1 primary	MCL1 BIM primary	BCLXL inh	MEX-5 binding
COC(=O)c1ccc(C(=O)OC)c(NC(=S)N2CCC(C)CC2)c1	-0.3	1	4	4	-3	-1	9	10	x
COc1ccccc1NS(=O)(=O)c1ccc(C)c(C(=O)NCC(c2ccco2)N(C)C)c1 (stereo not given)	0.0	0	1	-5	7	5	-2	1	-1.2
Cc1c(CCOC(=O)C23CC4CC(CC(C)(C4)C2)C3)sc[n+]1CC(=O)c1ccccc1	0.1	-1	0	7	13	-6	-1	10	-1.7
Brc1ccc2c(c1)C(c1ccc(N3CCOCC3)cc1)=NNC(c1cccs1)=N2	0.0	1	0	3	23	4	0	-8	2.6
O=C(CN1C(=O)C2CCCN2C(=O)c2ccccc21)Nc1ccccc1-n1cccc1 (stereo not given)	-0.1	-4	0	1	-2	1	1	0	2.2
C/C(=C\C(=O)c1cccnc1)Nc1ccc(C(=O)O)cc1	0.0	1	0	-2	-2	4	-24	-6	-1.1
CC(NC(=O)/C(C#N)=C/c1cn[nH]c1-c1ccccc1)c1ccccc1 (stereo not given)	0.0	2	0	-6	0	1	0	5	2.2
CCCCOC(=O)c1nnc(-c2ccc(Cl)cc2)o1	-0.1	1	1	7	6	2	4	5	-0.7
COCCn1nnnc1CN(Cc1cc2cc(OC)c(OC)cc2[nH]c1=O)C1CCCC1	-0.1	3	0	23	0	1	41*	34*	-2.7
CSCCC(NC(=O)COc1ccccc1)C(=O)N(C)CC(=O)Nc1ccc(C)cc1 (stereo not given)	-0.1	x	0	7	11	4	-2	0	x
CCN(CC(=O)Nc1ccc2c(c1)OCCO2)C(=O)CCc1ccccc1Cl	-0.1	x	5	4	6	5	-2	0	x
Cc1cccc(CC(=O)Nc2cc(=O)n(C)c(=O)n2C)c1	-0.1	2	0	1	-9	9	3	2	1.3

# Taken from the entries so far for reference:
mol	Efflux pump mplx	Fam108B inh	GRK2 aptamer HTS	GLD-1 RNA inh	VLA-4 inh	PME-1 primary	MCL1 BIM primary	BCLXL inh	MEX-5 binding
CC(NC(=O)/C(C#N)=C/c1cn[nH]c1-c1ccccc1)c1ccccc1 (stereo not given)	0.0	2	0	-6	0	1	0	5	2.2
CCCCOC(=O)c1nnc(-c2ccc(Cl)cc2)o1	-0.1	1	1	7	6	2	4	5	-0.7
COCCn1nnnc1CN(Cc1cc2cc(OC)c(OC)cc2[nH]c1=O)C1CCCC1	-0.1	3	0	23	0	1	41*	34*	-2.7

# Assay outcomes as filed in PubChem.
